Screens (PubChem BioAssay)
RTF Ca sens inh = cardiac RTF calcium desensitization; P19429+P45379; IANBD-labeled cardiac RTF, Ca2+ fluorescence; inhibition, % at 7.15 µM; hit rate 0.12% among 340,000; AID 493244;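 active means inhibition above the mean inhibition of all tested compounds plus 3 SD, cut at about 17% in these data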;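 further: assay run at fixed EC70 calcium of 1.6 mM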
PvdQ inh = P. aeruginosa PvdQ acylase inhibition | purified PvdQ acylase, fluorescence plate reader | inhibition, % at 10 µM | hit rate 0.063% among 340,000; in the data active means inhibition above about 30%, passing the limit was not always enough;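 further: 0% = vehicle neutral wells and 100% = reference inhibitor wells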
DAGLB inhibitor = diacylglycerol lipase beta (human) inhibition. hit rate 0.059% among 340,000. inhibition, % at 5.17 µM. Q8NCG7. HEK293T DAGLB membrane lysate, EnzChek fluorogenic substrate. AID 504411; in the data active means inhibition above about 34%;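 further: 0% = enzyme with vehicle and 100% = wells lacking enzyme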
LANA DNA inh = KSHV C-LANA DNA binding inhibition; MBP-C-LANA/FAM-LBS DNA binding, fluorescence polarization; hit rate 0.078% among 340,000; AID 504423; inhibition, % at 9 µM;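 active means highest replicate inhibition at or above 60% at 9 µM, even if other replicates fall short; inactive means all replicates below 60% inhibition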;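 further: 0% = neutral control wells and 100% = 4 µM acridine orange control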
NSD2 inh = inhibitors of human histone methyltransferase NSD2; AID 743445; NSD2 peptide methylation, AlphaScreen, 120 min; inhibition, % at 12.5 µM; O96028; hit rate 0.54% among 310,000; in the data active means inhibition above about 50%
SR-BI HDL uptake = mouse SR-BI HDL lipid transfer inhibition; hit rate 0.96% among 320,000; ldlA[mSR-BI] CHO cells, DiI-HDL uptake fluorescence, 3 h; Q61009; AID 488896; inhibition, % at 12.5 µM;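 active means mean replicate inhibition of at least 70% and a set share of replicates each scoring 70 or more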;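 further: 0% = median of neutral control wells and 100% = median of positive control wells; values of inactives mirror those of a sister screen read the other way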
SR-BI uptake up = enhances SR-BI lipid uptake from DiI-HDL. CHO ldlA[mSR-BI] cells, DiI-HDL uptake fluorescence, 3 h; 100 = double the neutral-control signal. hit rate 0.096% among 320,000. activation, % at 12.5 µM. AID 504775;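 active means mean replicate activation of at least 60% and every replicate at or above 60%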;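 further: 0% = median plate neutral-control signal and 100% = twice that signal; values of inactives mirror those of a sister screen read the other way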
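system = CHO ldlA[mSR-BI] cells, LDL receptor-null, SR-BI overexpressing | medium = Ham's F12 with 0.5% BSA, HEPES 25 mM, pH 7.4 | probe or stimulus = DiI-HDL 10 µg/mL | compound dosing = single-point compound dose | incubation = compound exposure 3 h, 37 °C | technique = DiI fluorescence, bottom read | read-out = cell-associated DiI fluorescence as measure of HDL uptake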
PKA-R2B activ = activates the human PKA-R2B holoenzyme complex. P22694+P31323. PKA-R2B holoenzyme dissociation, Cy5-IP20 fluorescence polarization; R2B truncated from residue 108, S112A mutant; 0% DMSO only, 100% 113 µM cGMP. activation, % at 11.4 µM. hit rate 0.079% among 340,000. AID 504700;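 active means activation above a cutoff set at the mean over all compounds plus 3 SD, cut at about 18% in these data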;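 further: higher means more holoenzyme dissociation and a rise in polarization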
Target sequence (P31323 whole entry, looked up, other chains not shown, the tested form may be a part): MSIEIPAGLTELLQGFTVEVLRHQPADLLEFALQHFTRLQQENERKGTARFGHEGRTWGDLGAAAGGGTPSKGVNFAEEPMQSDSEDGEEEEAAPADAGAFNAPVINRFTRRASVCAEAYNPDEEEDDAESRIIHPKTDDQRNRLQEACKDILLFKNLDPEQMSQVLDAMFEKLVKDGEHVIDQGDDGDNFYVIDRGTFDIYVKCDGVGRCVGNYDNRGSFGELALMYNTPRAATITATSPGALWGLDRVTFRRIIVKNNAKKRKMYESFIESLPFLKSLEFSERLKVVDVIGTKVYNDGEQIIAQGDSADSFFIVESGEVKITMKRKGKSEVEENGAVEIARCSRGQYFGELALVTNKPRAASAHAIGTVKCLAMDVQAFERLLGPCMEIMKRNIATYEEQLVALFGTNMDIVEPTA
Arrestin-AP2 inh = blocks beta-arrestin peptide binding to AP2 adaptin; FITC-arrestin peptide / GST-AP2 beads, flow cytometry; AP2 beta2 appendage carries R879A mutation; inhibition, % at 10 µM; hit rate 0.31% among 340,000; AID 504490;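 active means inhibition above a set limit, near 3 SD of compounds lacking own fluorescence, cut at about 54% in these data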;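 further: plate controls were DMSO wells for no effect and 5 µM unlabelled arrestin peptide for full effect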
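System: GST-AP2 R879A glutathione beads. Medium: PBS with 0.05% Tween 20 and 0.1% BSA. Also added: FITC-arrestin peptide, 50 nM. Incubation: 12 min plus 1 h, RT. Measured by: high-throughput flow cytometry of beads, ex 488, em 535 nm. Evaluation: percent drop in bead-associated FITC signal.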
Keap1-Nrf2 PPI = inhibitors of human Keap1-Nrf2 protein-protein interaction; Q14145; inhibition, % at 9.4 µM; hit rate 0.15% among 340,000; Keap1 Kelch-Nrf2 peptide fluorescence polarization, 1536-well; in the data active means inhibition above about 12%;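 further: human Keap1 Kelch domain with fluorescein labeled Nrf2 9mer peptide probe; 0% = neutral control wells and 100% = peptide positive control; higher means more block of Keap1 binding to Nrf2 peptide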
Numbers without * were called inactive; · = not tested or not shown; & = joins results of further samples.

Screens by letter – A = RTF Ca sens inh; B = PvdQ inh; C = DAGLB inhibitor; D = LANA DNA inh; E = NSD2 inh; F = SR-BI HDL uptake; G = SR-BI uptake up; H = PKA-R2B activ; I = Arrestin-AP2 inh; J = Keap1-Nrf2 PPI
> CC1(C)Cc2nc3[nH]c(=S)n(-c4ccccc4)c(=O)c3cc2CO1
  A: 1.6; B: 1.7; C: -4.7; D: 0.3; E: 1.6; F: -19.9; G: 19.9; H: 9.0; I: 8.5; J: -1.8
> CCCc1cc(=O)[nH]c(SCC(=O)Nc2ccc([N+](=O)[O-])cc2C#N)n1
  A: -3.2; B: -6.8; C: 3.0; D: -0.4; E: 6.9; F: ·; G: ·; H: -7.5; I: 4.1; J: 1.7
> Nc1ccccc1C(=O)NCCN1CCNC1=O
  A: -2.6; B: 5.0; C: -1.4; D: 1.1; E: 1.1; F: -5.3; G: 5.3; H: 4.0; I: 32.9; J: 1.3
> COc1ccc(N)c2c1OCCC2=O
  A: -8.0; B: -10.1; C: 1.3; D: -1.0; E: 28.6; F: -0.3; G: 0.3; H: -2.0; I: 30.0; J: -4.4
> CCOc1cc(S(=O)(=O)N2CCN=C2Cc2ccccc2)ccc1F
  A: 0.6; B: 4.0; C: -1.2; D: 0.8; E: -2.0; F: -7.3; G: 7.3; H: -9.6; I: 26.4; J: 5.3
> CCc1nnc(NC(=O)Nc2ccc(OC)cc2)s1
  A: -7.0; B: 2.0; C: -0.2; D: -1.1; E: -1.4; F: -7.4; G: 7.4; H: -0.1; I: -4.6; J: -0.1
> Cc1cccc(OCC(=O)Nc2ccc(S(=O)(=O)N3CCN(C)CC3)cc2)c1
  A: -0.5; B: -7.3; C: 0.6; D: -1.0; E: 7.4; F: 23.6; G: -23.6; H: -6.6; I: -0.4; J: 1.9
> Cc1cccc(-n2c(-c3csc(C)c3)n[nH]c2=S)c1
  A: -5.7; B: 5.6; C: 2.4; D: -1.2; E: 3.5; F: -31.4; G: 31.4; H: -5.6; I: 35.0; J: 0.6
> CCN(CC)S(=O)(=O)c1cc(C(=O)Oc2ccccc2OC)ccc1OC
  A: -2.7; B: -11.9; C: -0.9; D: 0.7; E: 0.2; F: 57.5; G: -57.5; H: 8.4; I: 4.2; J: 1.5
> COc1ccc(N=C2C(=O)N3CCCc4cccc2c43)cc1
  A: -2.1; B: -21.2; C: 0.2; D: 0.9; E: 5.7; F: -6.5; G: 6.5; H: -13.4; I: -2.9; J: -2.1
> Cc1cc(C(=O)COC(=O)CN=C2NS(=O)(=O)c3ccccc32)c(C)n1CCc1ccc(Cl)cc1
  A: -4.3; B: -4.1; C: 4.7; D: 3.2; E: -0.2; F: 39.0; G: -39.0; H: -0.8; I: 10.2; J: 2.5
> CCCCn1c(N)c(N(CC(C)C)C(=O)C(C)SCc2nc3sc(C)c(C)c3c(=O)[nH]2)c(=O)[nH]c1=O (configuration not stated)
  A: -12.9; B: 2.6; C: 2.3; D: 0.8; E: -0.8; F: -0.1; G: 0.1; H: 8.8; I: 37.1; J: -3.4
> CCOC(=O)N1CCN(C(=O)c2cc3c(=O)n(C)c4ccccc4c3n2C)CC1
  A: -12.1; B: -16.9; C: 3.9; D: 0.6; E: ·; F: 16.2; G: -16.2; H: -4.9; I: -2.6; J: -1.2
> COc1ccc(Nc2cc(Cl)nc(N)n2)cc1
  A: 1.1; B: 2.8; C: -0.1; D: 0.9; E: 0.0; F: -66.7; G: 66.7*; H: 6.7; I: 5.8; J: -1.8
> Cc1ccc(C(=O)C(C)OC(=O)Cc2n[nH]c(=O)c3ccccc23)cc1 (configuration not stated)
  A: -14.4; B: -9.0; C: 1.1; D: -0.8; E: 1.7; F: -3.5; G: 3.5; H: 0.2; I: 38.7; J: -1.4
> Cc1ccc(OCC(=O)N2CCCc3ccccc32)cc1
  A: -8.7; B: -9.1; C: -0.2; D: -2.3; E: -1.3; F: -0.3; G: 0.3; H: 3.5; I: 20.2; J: -3.3
> CCC(O)(c1ccc(OC)cc1)C(CN1CCOCC1)c1ccccc1 (configuration not stated)
  A: -7.2; B: -13.2; C: -1.0; D: 2.4; E: -2.4; F: -13.3; G: 13.3; H: -8.6; I: -22.8; J: -1.1
> O=C(NCC1CCCO1)c1ccccc1-c1nc(-c2ccc(F)cc2)no1 (configuration not stated)
  A: -3.6; B: -1.8; C: 0.0; D: 0.9; E: 0.3; F: -9.1; G: 9.1; H: 6.6; I: -0.7; J: -2.0
> COC(CNC(=O)C(=O)Nc1cc2c3c(c1)CCN3C(=O)CC2)OC
  A: -1.7; B: -2.0; C: -0.2; D: 0.0; E: -6.2; F: -24.3; G: 24.3; H: 4.6; I: 0.4; J: 0.4
> O=C(NCc1ccccc1)c1ccc(NC(=O)C2CCCO2)cc1 (configuration not stated)
  A: -5.5; B: -5.6; C: 1.0; D: 1.8; E: -0.2; F: -17.4; G: 17.4; H: -4.1; I: 34.4; J: 0.5
> Nc1nonc1-n1nnc(C(=O)N/N=C/c2cccnc2)c1CSc1ccccc1
  A: -4.4; B: -9.5; C: -1.3; D: 1.0; E: 3.1; F: -24.6; G: 24.6; H: 3.7; I: -2.6; J: 2.7
> COCCN1C(=O)C(O)=C(C(C)=O)C1c1ccc(OC)c(OC)c1 (configuration not stated)
  A: -11.2; B: 9.2; C: 1.1; D: -1.6; E: -4.3; F: -2.6; G: 2.6; H: -4.2; I: 0.4; J: 0.4
> COc1cc(NC(=O)c2cc(C)on2)cc(C(=O)Nc2cccc(C(F)(F)F)c2)c1
  A: -5.5; B: -9.9; C: -4.6&-4.0; D: 0.3; E: ·; F: 56.5; G: -56.5; H: -9.8&-8.9; I: 5.0; J: -7.4
